Screening data: PubChem, National Center for Advancing Translational Sciences (NCATS)
PI5P4Ka inh: PI5P4K alpha (human) kinase inhibition; PI5P4Kalpha enzyme, ADP-Glo luminescence, 60 min; hits give low values; max response, %; actives 1.2% (n = 330,000); AID 652105; active = max response of -50% or lower; inconclusive = between -30% and -50%; inactive = -30% or higher; note: value at the top dose of about 77 µM; % is set by controls: 0 for no effect and ±100 for the full control effect
Target sequence (P48426 whole entry, looked up): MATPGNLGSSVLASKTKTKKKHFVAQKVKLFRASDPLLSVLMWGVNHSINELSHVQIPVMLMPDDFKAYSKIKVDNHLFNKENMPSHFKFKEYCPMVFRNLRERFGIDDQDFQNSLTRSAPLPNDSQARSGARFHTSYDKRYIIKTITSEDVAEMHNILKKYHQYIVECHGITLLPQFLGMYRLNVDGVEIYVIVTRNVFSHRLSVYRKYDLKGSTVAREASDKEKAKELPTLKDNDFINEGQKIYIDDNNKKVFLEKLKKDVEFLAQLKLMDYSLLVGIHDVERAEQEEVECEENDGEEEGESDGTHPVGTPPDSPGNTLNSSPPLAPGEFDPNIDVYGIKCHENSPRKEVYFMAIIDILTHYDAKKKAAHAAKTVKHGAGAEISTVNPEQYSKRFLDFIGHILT
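PI5P4Kalpha ADP-Glo assay; 5 microM ATP final; 60 min RT reaction; HEPES pH 7.4/EGTA/CHAPS, 5% DMSO; controls lacking substrate or enzyme; luminescent end-point.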
DRD3 agonist: agonists of human D3 dopamine receptor; AID 652048; actives 0.58% (n = 410,000); max activation, %; D3R DiscoveRx beta-arrestin cells, luminescence, 90 min; P35462; in the data active = max activation above about 30%; note: 0% is about no effect; mostly tested at two doses, the higher about 12 µM
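Agonist-mode cell screen: cells plated at 1500/well and incubated overnight at 37 °C, then exposed to library compounds for 90 min at 37 °C. Detection reagent was added for 30–60 min at room temperature, and luminescence was read.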
GLP1R cytotox: cytotoxicity in counter-screen for GLP-1R inverse agonists; HEK293 cAMP-luciferase reporter cells, luminescence, 24 h; Potency, µM (series often up to 38.3 µM), without a hit: at the highest dose activity change, negative = inhibition, hits mostly inhibitors; actives 0.13% (n = 410,000); AID 624418;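 note: loss of luciferase light is scored as toxicity; potency is the fitted concentration of half-maximal effect; % is set by controls: 0 for no effect and ±100 for the full control effect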
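Here, cytotoxicity is scored as loss of luminescence. The MLSMR collection was tested on cells seeded in medium containing 10% Nu serum, with a 24 hr compound exposure preceded by 12 hours of culture.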
GLP-1R inv ag: acts as inverse agonist at human GLP-1 receptor. HEK293 GLP-1R CRE-luciferase, luminescence, 24 h; GLP-1R form is constitutively active. actives 1.6% (n = 410,000). Potency, µM (doses to about 38.3 µM), inactives show at the top dose activity change, negative = inhibition, most hits filed as inhibitors. P43220; note: potency is the fitted concentration of half-maximal effect; % is set by controls: 0 for no effect and ±100 for the full control effect; nearly all actives have a fitted effect of over 55% in size
Target sequence (P43220 whole entry, looked up): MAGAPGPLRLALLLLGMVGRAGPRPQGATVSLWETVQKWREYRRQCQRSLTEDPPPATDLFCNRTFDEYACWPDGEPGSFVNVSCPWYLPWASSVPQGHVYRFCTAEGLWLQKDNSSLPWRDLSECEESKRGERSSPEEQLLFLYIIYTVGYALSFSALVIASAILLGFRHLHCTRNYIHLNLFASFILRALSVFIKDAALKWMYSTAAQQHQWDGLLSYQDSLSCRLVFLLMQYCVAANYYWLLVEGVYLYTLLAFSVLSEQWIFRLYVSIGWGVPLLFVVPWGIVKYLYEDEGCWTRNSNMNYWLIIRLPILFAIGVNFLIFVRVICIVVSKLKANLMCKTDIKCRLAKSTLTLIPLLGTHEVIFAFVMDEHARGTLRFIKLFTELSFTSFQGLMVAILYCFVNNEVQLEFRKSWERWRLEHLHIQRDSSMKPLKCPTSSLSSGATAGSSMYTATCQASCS
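Readout was luciferase luminescence, measured 12 min after detection reagent at room temperature. Beforehand, GLP-1R reporter HEK293 cells had sat 12 h, then received compounds for 24 hr at 37 deg C.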
GLP1R ag: GLP-1 receptor (human) agonism. P43220. actives 0.007% (n = 380,000). Potency, µM (doses to about 45.6 µM), for inactives: at the highest dose activation, most hits filed as activators. AID 624172. HEK293 GLP-1R CRE-luciferase, luminescence, 4-6 h; cells express a hypersensitive GLP-1R form; note: potency is the fitted concentration of half-maximal effect; % of control where 0% means no effect
IL-2 act: activates IL-2 in a cell-based reporter assay | actives 0.065% (n = 360,000) | activation, % (series mostly up to about 46 µM) | IL-2 activation reporter assay, cell-based qHTS; stimulated with anti-CD3/CD4/CD28 beads; in transgenic mouse T cells; in the data active = activation above about 50%; inconclusive = mostly about 30% to 49%; note: 0% is about no effect
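Readout is EGFP and DsRed signal by fluorescent plate cytometry after 18 h at 37 degrees C. Transgenic mouse T cells (750/well) received compound for 60 min before bead stimulation (anti-CD3, anti-CD4, anti-CD28); memory T cells served as non-tolerant control.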
WRN helicase inh: WRN helicase (human) inhibition. Q14191. Potency, µM (titrated, usually from 114 µM), for inactives: top-dose activity change, negative = inhibition, hits mostly inhibitors. WRN helicase unwinding, fluorescent forked duplex, kinetic. actives 0.46% (n = 360,000); note: potency is the fitted concentration of half-maximal effect; % is set by controls: 0 for no effect and ±100 for the full control effect; nearly all actives have a fitted effect of over 55% in size
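Screening of the MLSMR collection measured strand separation of a quenched forked DNA duplex (100 nM) by 20 nM WRN with 2 mM ATP, all final. Compounds were preincubated with enzyme 15 min at room temperature.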
DRD3 antagonist: blocks the human D3 dopamine receptor. P35462. D3R cells, DiscoveRx beta-arrestin luminescence, antagonist mode; hits give low values. max response, negative = inhibition, %. actives 2.5% (n = 360,000). AID 652054; in the data active = max response below about -50%; inconclusive = no clear call, values can overlap the other calls; note: % is set by controls: 0 for no effect and ±100 for the full control effect; mostly tested at two doses, the higher about 12 µM
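Cells expressing the human receptor were seeded at 1500 cells/well, incubated overnight at 37 degrees C in 5% CO2, then exposed to library compounds with dopamine controls for 90 minutes at 37 degrees C before luminescent detection.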
PLK1 PBD block: blocks phosphopeptide binding to human PLK1 polo-box domain | P53350 | Plk1 PBD binding of FITC phosphopeptide, fluorescence polarization | Potency, µM, for the others: max response, negative = inhibition, hits mostly inhibitors | actives 2.8% (n = 360,000) | AID 720504; note: potency is the fitted concentration of half-maximal effect; series mostly up to about 57 µM; % is set by controls: 0 for no effect and ±100 for the full control effect; nearly all actives have a fitted effect of over 65% in size
An asterisk follows results filed as active; ? = inconclusive; . = no result given; [ ] = dose if it differs, or a comment. Unless noted, calls come from the whole dose curve; as a rule, active = well fitted curve in the direction sought with a large enough effect; inconclusive = small, poorly fitted or top-dose-only effect, or another doubt; inactive = no such curve, though single readings can be large; an effect the other way counts as inactive or inconclusive.

Every second line gives: PLK1 PBD block	DRD3 agonist	GLP1R ag	PI5P4Ka inh	IL-2 act	WRN helicase inh	GLP1R cytotox	DRD3 antagonist	GLP-1R inv ag
CCc1cccc(NC(=O)Cn2c(=O)n(-c3ccccc3C)c(=O)c3c2c2cc(C)ccc2n3C)c1
 : .	2	0%	.	.	.	-1%	.	1%
O=S(=O)(c1ccc2ccccc2c1)N1CCN(S(=O)(=O)N2CCCCC2)CC1
 : -5%	-15	-17%	.	-1.2	10%	5%	11	7%
COc1ccc(OCc2nn3c(-c4cccc(OC)c4)nnc3s2)cc1
 : -1%	13	-13%	-5	1.1	2%	11%	-21	6%
COC(=O)CC(C(=O)Nc1cc(C(=O)OC)cc(C(=O)OC)c1)N1CCN(C)CC1 (stereo not given)
 : -3%	-8	-8%	.	0.4	-1%	-4%	7	0%
CC1CCN(S(=O)(=O)c2ccc3c(c2)CCN3C(=O)C2CCC2)CC1
 : 24µM*	-3	-1%	1	-5.0	-5%	4%	28	9%
C#CCN(C[C@H]1[C@H](OC(=O)NCc2ccccc2)[C@H](OC(=O)NCc2ccccc2)C[C@H]2C(=O)N(c3ccccc3)C(=O)[C@@H]12)S(=O)(=O)c1ccc(C)cc1
 : -28%	4	0%	-3	1.1	-3%	19%	18	18%
COc1ccccc1C(c1nnnn1Cc1ccco1)N1CCN(c2cccc(C)c2C)CC1 (stereo not given)
 : -23%	-5	1%	0	-3.1	-8%	-12%	-19	?
Nc1ccc2oc(C3CCCCC3)nc2c1
 : 10%	-4	-4%	-7	-2.9	-2%	-5%	-15	18%
Cc1ccc(NC(=O)CCCOc2ccccc2)cc1S(=O)(=O)N1CCOCC1
 : 3%	-8	0%	-11	1.7	11%	-13%	-6	-29%
Cc1cc(Br)c2[nH]c3c(c2c1)CCCC3=O
 : -4%	-20	23%	8	0.2	0%	7%	10	?
O=C(CNC1CCCCC1)Nc1cccc([N+](=O)[O-])c1
 : 3%	-6	15%	1	0.3	3%	-4%	9	-20%
COc1cc2c(cc1OC)C(COc1ccc(C(C)C)cc1)NCC2 (stereo not given)
 : -3%	-12	6%	-4	-1.1	1%	-9%	-10	?
CCOC(=O)C1(Cc2ccc(OC)cc2)CCN(C(=O)c2csc(C)n2)CC1
 : -4%	-1	6%	0	0.4	-14%	17%	1	12%
CCc1nnc(NC(=O)CSc2nnc(C)n2-c2ccc(C)cc2)s1
 : -9%	-5	0%	-12	-1.4	-30%	12%	-4	-8%
CN(C)C(=O)NC(Nc1cccc([N+](=O)[O-])c1)C(Cl)(Cl)Cl (stereo not given)
 : 30µM*	4	0%	-9	-2.2	5%	-4%	0	6%
Fc1ccc(CNC(=S)Nc2ccccc2Cl)cc1
 : -10%	4	11%	-1	0.3	5%	-10%	4	-16%
COc1cc(/C=N/Nc2cc(C)nc(N)n2)ccc1O
 : 3%	0	13%	3	-0.6	-27%	-3%	-12	219%[activator]
CCSc1nnc(NC(=O)c2cnccn2)s1
 : -9%	-10	0%	.	0.0	-12%	-2%	-136*	-4%
Cc1nc2c(OCc3ccc(C#N)cc3)cccn2c1N(C)Cc1cccs1
 : -7%	5	12%	-4	-1.0	-2%[57.1 µM]	-3%	81	?
CS(=O)(=O)c1ccc(NS(=O)(=O)c2ccc(Cl)c(C(=O)NC3=NCCS3)c2)cc1
 : 3%	0	0%	4	-3.5	1%	8%	0	-4%
COc1ccc(CCNC(=O)c2ccc(CN3CCC(Cc4ccccc4)CC3)cc2)cc1OC
 : 2%	-9	8%	3	-0.5	1%	11%	?	9%
Cc1ccc(C)c(S(=O)(=O)NCC(c2ccco2)N2CCc3ccccc3C2)c1 (stereo not given)
 : 0%	-19	10%	-2	1.3	-5%	-14%	-23	11µM*
O=C(NCCCN1CCCC1=O)NC12CC3CC(CC(C3)C1)C2
 : -6%	0	-13%	0	-1.0	-5%	-24%	-18	0%
Cc1nn(C)c(C)c1/C=N/NC(=O)CCn1cc([N+](=O)[O-])cn1
 : 2%	4	1%	-2	1.6	11%	-6%	-11	5%
O=C(c1cc2nc(-c3ccccc3)cc(-c3ccccc3)n2n1)N1CCN(C(=O)c2ccco2)CC1
 : -10%	1	-1%	2	-0.8	-2%	1%	18	?
O=C(N/N=C\c1ccc(Br)cc1)c1ccc(Cn2cccn2)o1
 : -6%	4	6%	-2	-0.4	4%	-5%	-6	9%
O=c1[nH]nc(SCc2nc3ccccc3s2)n1C1CC1
 : -16%	-4	7%	-4	-1.1	6%	4%	-12	6%
COc1ccc(-n2ccnc(SCC(=O)NC3CCCCC3)c2=O)cc1
 : ?	1	0%	2	-2.0	-3%	-2%	1	-28%
COc1ccc(CNC(=O)[C@H](C)NC(=O)C2CCN(S(=O)(=O)c3ccc(C)cc3)CC2)cc1
 : 0%	1	-12%	.	-0.7	7%	-15%	-10	0%
Clc1ccc(CSc2nnc3ccccn23)c(Cl)c1
 : -2%	3	10%	2	0.8	2%	-3%	1	12%
O=C(c1ccco1)N1CCCC(c2ccccc2)C1 (stereo not given)
 : -1%	7	5%	1	-1.1	-9%[57.1 µM]	-6%	-12	-9%
Cc1ccc(C)c(Oc2ccc(S(=O)(=O)N3CCN(C)CC3)cn2)c1
 : 1%	-1	0%	5	0.0	-5%	-1%	12	?
c1cnn(-c2nc(N3CCOCC3)nc(N3CCOCC3)n2)c1
 : -6%	1	8%	0	0.2	0%	?	-22	0%
Cc1ccc(-c2cc(C(F)(F)F)n3nc(C(=O)Nc4ccon4)cc3n2)cc1C
 : -13%	0	7%	-12	-2.1	-15%	-4%	9	98%[activator]
O=C(NCc1cccc(CNC(=O)C(=O)NCC2CCCO2)c1)C(=O)NCC1CCCO1 (stereo not given)
 : -3%	1	-1%	13	-0.8	11%[57.1 µM]	2%	11	9%
O=C(OCc1nc2scc(-c3ccccc3)c2c(=O)[nH]1)c1cc([N+](=O)[O-])ccc1Cl
 : -5%	2	1%	-17	0.6	2%	-4%	-9	10%
O=C(c1cc2n(n1)C(C(F)(F)F)CC(c1ccc(F)cc1)N2)N1CCCC1 (stereo not given)
 : 3%	0	0%	.	-1.6	-2%	-31%	34	-18%
O=c1cc(CSc2ccccc2)nc(-c2ccccc2)[nH]1
 : -7%	-7	15%	1	0.2	12%	9%	0	6%
COC(=O)c1ccc(NC(=S)NNC(=O)c2ccccc2)cc1
 : ?	2	1%	4	-0.2	5%	2%	?	22%
Cc1cccc(NC(=O)c2ccc3c(Cl)c4c(nc3c2)CCCC4)n1
 : -9%	2	3%	6	-4.3	-9%	-8%	56	10%
COc1cc(C(=O)NNC(=O)c2ccc(NC(=O)C(C)(C)C)cc2)cc(OC)c1OC
 : -8%	-11	10%	-7	1.5	-12%	-1%	?	20%
O=C1N=C(N2CCCCC2)S/C1=C/C1=Cc2ccccc2OC1
 : -10%	2	22%	-3	-0.6	-1%	82%[activator]	-8	13%
Cc1ccc(C)c2c(SC(C)C(=O)NCc3ccco3)nc(-c3ccccc3)nc12 (stereo not given)
 : -7%	0	-4%	-6	0.0	-1%	-3%	15	4%
COc1ccc(OC)c(CNC(=O)C2CCC(=O)N2C(C)C)c1 (stereo not given)
 : -4%	2	-2%	1	-1.4	-6%	-7%	3	-18%
COc1ccc(-c2nnc(N3CCCCC3)c3ccccc23)cc1
 : -8%	-3	14%	2	-3.3	-34%[57.1 µM]	6%	0	-21%
CCc1ccc(C(=O)NC(=S)Nc2ccc(N3CCOCC3)cc2)cc1
 : -3%	0	1%	0	-2.7	-1%	21%	12	6%
CCOC(=O)N1CCN(CC(=O)c2ccc3c(c2)CCN3)CC1
 : -6%	-2	-5%	.	-2.3	3%	-4%	-17	0%
CC(C)Cn1c(N)c(C(=O)CSc2nc3ncc(Cl)cc3[nH]2)c(=O)n(C)c1=O
 : -14%	-1	-2%	7	0.5	-17%	6%	5	14%
O=C1C(=O)N(CCN2CCOCC2)C(c2ccccc2F)/C1=C(\O)c1ccc(S(=O)(=O)N2CCOCC2)cc1 (stereo not given)
 : -15%	5	0%	-4	-2.8	-2%	24%	-11	5%
CCC(=O)N1CCc2cc(Br)cc(S(=O)(=O)NCC3CCCO3)c21 (stereo not given)
 : -1%	0	-10%	.	0.0	2%	3%	-11	1%

Next entries.
Every second line gives: PLK1 PBD block	DRD3 agonist	GLP1R ag	PI5P4Ka inh	IL-2 act	WRN helicase inh	GLP1R cytotox	DRD3 antagonist	GLP-1R inv ag
COc1ccc(C(=O)c2ccc(-c3ccc(OC)cc3)nc2)cc1
 : -12%	-1	3%	6	0.4	2%	2%	-8	15%
CCC(C(=O)Nc1cccc(C(F)(F)F)c1)c1ccccc1 (stereo not given)
 : -6%	-5	-2%	16	-0.1	-17%	?	24	?
NNc1nc2ccccc2c(=O)n1Cc1ccccc1
 : 0%	6	8%	3	-0.8	9%	-12%	-9	-8%
Cc1ccccc1Nc1nnc(-c2ccc(C(=O)NCCO)cc2)c2ccccc12
 : -13%	-4	-3%	4	-0.3	-6%	10%	-6	-17%
Cc1cc(C)nc(N2C(=O)CC(Cc3ccc(Cl)cc3)C2=O)n1 (stereo not given)
 : -9%	2	3%	-22	-5.5	8%	-6%	-8	6%
CCOC(=O)N1CCN(S(=O)(=O)c2ccc(-n3cnnn3)cc2)CC1
 : -22%	-10	-1%	-14	-2.2	-6%	-3%	-7	21%
COc1ccccc1N1CCN(C(=O)COc2ccc(Cl)cc2Br)CC1
 : 0%	-1	2%	17	-0.4	-9%	?	5	?
COc1ccc(NC(=O)c2ccc(-n3cccn3)nc2)c(OC)c1
 : -10%	-7	-5%	1	-1.3	-3%	-14%	-23	0%
O=C(C(Cl)c1ccccc1)N1CCCC1 (stereo not given)
 : -3%	-6	2%	-13	0.5	1%	17%	-15	2%
Cc1nccn1CCOc1ccc(Cl)cc1
 : 0%	-5	1%	2	2.5	-8%	-5%	-1	-11%

This is a random part of the collection; 7.8% or so of the library scored in one or more.
